High-throughput results (PubChem)
DT40 TDP1 no CPT: qHTS for Inhibitors of human tyrosyl-DNA phosphodiesterase 1 (TDP1): qHTS in cells in absence of CPT | Potency, µM (highest dose often 46.2 µM), without a hit: at the highest dose activity change, negative = growth inhibition, usual class: inhibitors | DT40 Tdp1-/- hTDP1 cells, no CPT, ATP luminescence, 48 h | actives 15% (n = 420,000) | AID 686978, 2013; note: nearly all actives have a fitted effect of over 55% in size
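Growth kinetics read by CellTiter-Glo luminescence after ≥48 hr at 37 °C. Cells: DT40 Tdp1-/- stably carrying human TDP1, 400 per well, compound exposure in the absence of CPT (DMSO vehicle).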
DT40 TDP1 CPT: qHTS for Inhibitors of human tyrosyl-DNA phosphodiesterase 1 (TDP1): qHTS in cells in presence of CPT; Potency, µM (series often up to 46.2 µM), inactives show at the top dose activity change, negative = growth inhibition, hits mostly inhibitors; AID 686979, 2013; chicken DT40 Tdp1-/-;hTDP1 cells + 20 nM CPT, ATP luminescence, 48 h; actives 12% (n = 420,000); note: nearly all actives have a fitted effect of over 55% in size
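Chicken DT40 Tdp1-/- cells stably complemented with human TDP1 were seeded at 400 cells/well in medium containing 20 nM camptothecin, exposed to pin-transferred compounds, and grown at 37 °C for at least 48 hr. Viability was read as ATP luminescence.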
GCN5L2 inh: qHTS Assay for Inhibitors of GCN5L2; actives 0.21% (n = 390,000); Histone acetyltransferase KAT2A (Homo sapiens), Q92830; GCN5L2 HAT assay, ThioGlo1 CoA-SH fluorescence; Potency, µM (highest dose often 58.9 µM), inactives show at the highest dose activity change, negative = inhibition, actives largely listed as inhibitors; AID 504327, 2011
Target sequence (Q92830 whole entry, looked up): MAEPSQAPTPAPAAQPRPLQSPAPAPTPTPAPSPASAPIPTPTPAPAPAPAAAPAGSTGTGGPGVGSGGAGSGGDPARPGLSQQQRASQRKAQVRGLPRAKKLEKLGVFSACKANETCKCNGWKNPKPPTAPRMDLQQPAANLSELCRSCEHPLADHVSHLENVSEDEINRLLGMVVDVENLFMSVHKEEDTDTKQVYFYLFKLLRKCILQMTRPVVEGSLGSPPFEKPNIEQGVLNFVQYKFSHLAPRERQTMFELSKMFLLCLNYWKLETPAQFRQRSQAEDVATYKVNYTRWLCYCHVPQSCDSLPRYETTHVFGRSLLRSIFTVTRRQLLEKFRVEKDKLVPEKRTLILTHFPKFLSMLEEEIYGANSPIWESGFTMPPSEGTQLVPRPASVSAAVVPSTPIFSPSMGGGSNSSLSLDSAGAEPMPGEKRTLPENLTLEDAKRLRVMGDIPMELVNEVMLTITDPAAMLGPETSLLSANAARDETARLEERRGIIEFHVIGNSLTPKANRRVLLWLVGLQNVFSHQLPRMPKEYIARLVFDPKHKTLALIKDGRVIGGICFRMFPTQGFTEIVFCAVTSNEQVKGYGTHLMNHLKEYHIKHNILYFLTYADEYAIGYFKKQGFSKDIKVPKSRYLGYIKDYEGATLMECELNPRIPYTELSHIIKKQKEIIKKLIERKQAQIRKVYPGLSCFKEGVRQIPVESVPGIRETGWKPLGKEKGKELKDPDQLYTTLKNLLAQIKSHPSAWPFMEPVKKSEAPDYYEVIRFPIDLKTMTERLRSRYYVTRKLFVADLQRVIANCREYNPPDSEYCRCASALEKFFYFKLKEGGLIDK
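qHTS, 1536-well. 20nM enzyme, pH 7.5 HEPES/EDTA/Tween-20 buffer; 15 min compound preinc., RT. Start: 75uM H3(1-25), 70uM AcCoA, 50uM ThioGlo1. Read Ex340/Em540 at t=0 (autofluorescence flag) and t=20 min.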
* marks the source's active call; other numbers are inactive results; u = inconclusive; x = not tested or not shown; [ ] = dose if it differs, or a comment. Calls come from the whole dose curve; as a rule, active = well fitted curve in the direction sought with a large enough effect; inconclusive = small, poorly fitted or top-dose-only effect, or another doubt; inactive = no such curve, though single readings can be large; an effect the other way counts as inactive or inconclusive. % is set by controls: 0 for no effect and ±100 for the full control effect; potency is the fitted concentration of half-maximal effect. Compounds were not picked by outcome. Share with any hit: about 18%.

SMILES | DT40 TDP1 no CPT | DT40 TDP1 CPT | GCN5L2 inh
Cc1nc(NC(=O)CC(C)C)sc1-c1csc(Nc2ccc(Cl)cc2Cl)n1 | 18µM* | u | -19%
COc1ccc(CCNC(=O)c2ccc(CS(=O)Cc3ccc(C)cc3)o2)cc1OC (centres undefined) | -19% | u | -4%
Cc1ccccc1NC(=O)CSc1nnc(Cc2cccn2C)n1-c1ccc(F)cc1 | 0% | u | 0%
Cc1ccc(NC(=O)Nn2cnnc2)cc1Cl | 16% | -10% | 0%
COc1cc(NC(=O)C2CC2)c(OC)cc1NC(=O)c1ccco1 | 7% | 8% | -2%
Cc1noc(C)c1-c1ccc(C(=O)NCc2cccs2)c2occc12 | u | u | x
COc1cc(/C=N/Nc2nc(C)cc(=O)[nH]2)cc(OC)c1O | 20% | -20% | -30%
COc1ccccc1NCC(=O)N/N=C/C=C/c1ccccc1 | u | -19% | -5%
O=C(CSc1ccccc1)Nc1ccc2sccc2c1 | -23% | 2% | -6%
O=c1c(-c2ccccc2Cl)coc2c(CN3CCCCC3)c(O)ccc12 | 6% | -7% | -21%
COc1ccccc1C(=O)NCCC(=O)Nc1ccc(S(=O)(=O)N2C(C)CCCC2C)cc1 (centres undefined) | u | u | -5%
Cc1ccc(C(=O)NCCCn2ccnc2)cc1C | -24% | 5% | x
COc1ccccc1C(=O)Nc1ccc(Nc2ccccc2)cc1 | -12% | 23% | x
COc1ccc(-c2nnc(SCC(=O)NC3CCCC3)n2C)cc1 | -13% | 4% | 2%
C[C@@H](NC(=O)[C@@H]1CCCN1C(=O)[C@@H]1CCCN1C(=O)c1ccc(Cl)cc1)c1ccccc1 | u | u | x
CC(/C=C/c1ccc2c(c1)OCO2)=N/NC(=O)c1ccc(C)nc1 | 23µM* | u | 17%
COc1ccc(C(CNC(=O)CNC(=O)c2cccc(Cl)c2)N2CCCC2)cc1 (centres undefined) | -7% | 0% | 3%
CC(C)c1nn2c(=O)cc(COC(=O)c3ccc(NC(=O)COc4ccccc4)cc3)nc2s1 | -30% | 3% | -1%
CCc1nc2ccc(C(=O)Nc3ccc(OC)c(OC)c3)cn2c1N(C)CCC(C)C | u | u | x
CCOC(=O)CCSc1nc(C)cc(C(F)(F)F)c1C#N | -16% | -20% | -1%

(next part)
SMILES | DT40 TDP1 no CPT | DT40 TDP1 CPT | GCN5L2 inh
Brc1ccc2nc(-c3ccco3)c(CC3CCCCC3)n2c1 | u | u | x
O=C(COc1ccc(F)cc1)Nc1ccc(Cl)c(-c2nc3ccccc3[nH]2)c1 | 21µM* | u | -12%
COC(=O)CC(NS(=O)(=O)c1cccs1)c1ccccc1Cl (centres undefined) | -9% | -1% | 1%
CCCOc1ccc(C(C)=O)cc1CSc1nc(O)cc(=O)[nH]1 | 9.2µM* | 21µM* | u
Cc1nc([N+](=O)[O-])cn1Cc1cccc2ccccc12 | 3% | -25% | 1%
N#C/C(=C/c1ccc([N+](=O)[O-])cc1)C(N)=O | u | -15% | -1%
COc1ccc(/C=N/NC(=O)c2cccc3ccccc23)c(OC)c1OC | u | u | x
COc1cc(/C=C2\SC(N)=NC2=O)cc(Cl)c1O | u | -24% | -20%
COC(=O)CNC(=O)COC(=O)c1cc(Cl)cc(Cl)c1N | -7% | -4% | -8%
COc1ccc(NC(=O)CCOc2ccc(C)cc2)cc1S(=O)(=O)N1CCOCC1 | -25% | -29% | -4%
CCn1c(N2CCN(Cc3ccc([N+](=O)[O-])cc3)CC2)nc2ccccc21 | 21µM* | u | -16%
CC/C(=N\NC(=O)CSCc1ccccc1Cl)c1ccc2c(c1)OCCO2 | u | -23% | -2%
CCCOc1ccc(CNC(=S)N/N=C/c2ccc([N+](=O)[O-])cc2)cc1 | 21µM* | u | 3%
CCOc1ccccc1CN1CCc2nc(N3CCN(c4ccccc4F)CC3)ncc2C1 | 21µM* | 16µM* | -2%
CC(=O)c1ccc(N2CCN(C(=O)CCc3nnc4n(C)c(=O)c5sccc5n34)CC2)cc1 | -22% | -12% | -9%
COc1ccc(C2(c3ccc(OC)cc3)NC(=O)N(CC(=O)N(C)c3ccccc3)C2=O)cc1 | u | u | -3%
OC(CNc1ncnc2sccc12)c1ccccc1 (centres undefined) | 5.2µM* | 4.1µM* | -1%
COc1ccc(-c2cc(C(=O)Nc3ccn(Cc4ccc(C)cc4)n3)no2)cc1OC | -19% | -21% | 1%
Cc1ccccc1-c1cc(Nc2ccc(F)cc2)ncn1 | u | u | -9%
CCOc1ccc(C)cc1S(=O)(=O)Nc1cccnc1 | -8% | -17% | x

Reformatted with two lines to a compound: entries from further up
Value order: DT40 TDP1 no CPT | DT40 TDP1 CPT | GCN5L2 inh
- Cc1ccccc1-c1cc(Nc2ccc(F)cc2)ncn1
  u | u | -9%
- CCOc1ccc(C)cc1S(=O)(=O)Nc1cccnc1
  -8% | -17% | x

An excerpt from further up:
SMILES | DT40 TDP1 no CPT | DT40 TDP1 CPT | GCN5L2 inh
COc1ccc(/C=N/NC(=O)c2cccc3ccccc23)c(OC)c1OC | u | u | x
COc1cc(/C=C2\SC(N)=NC2=O)cc(Cl)c1O | u | -24% | -20%

(next part)
SMILES | DT40 TDP1 no CPT | DT40 TDP1 CPT | GCN5L2 inh
CCc1ccccc1NC(=O)Nc1ccc2c(c1)N(CC)C(=O)c1ccccc1S2 | 15µM* | 8.2µM* | -2%
COC(=O)C(Cc1c[nH]c2ccccc12)NC(=O)CCNC(=O)c1ccco1 (centres undefined) | -2% | 8% | x
Cc1nc2ccccc2c(=O)n1/N=C/C=C/c1ccccc1 | u | u | 0%
CCCCn1c(N)c(N(CCOC)C(=O)CN(C)S(=O)(=O)c2ccc(Cl)cc2)c(=O)[nH]c1=O | -4% | 6% | -1%
CS(=O)(=O)NCCSCc1ccc(Cl)cc1 | -13% | -18% | -5%
Cc1cc(C)c(C#N)c(SCc2nc3ccccc3c(=O)[nH]2)n1 | u | 8% | -7%
CCCC1=NN2C(=N)/C(=C\c3cc(C)n(-c4cc(C)cc(C)c4)c3C)C(=O)N=C2S1 | u | u | -21%
CC1=CC(=C(C#N)c2nc3ccccc3s2)C=C(C)N1Cc1ccco1 | u | u | -9%
CCOC(=O)c1ccccc1NC(=O)NCc1c(-n2cccc2)sc2c1CCCC2 | u | u | -5%
Nc1ccc2c(c1)C(=Cc1cccnc1)c1ccccc1-2 | -8% | -6% | x
N#Cc1cc2c(=O)n3ccccc3nc2n(-c2nnc(SCc3ccccc3F)s2)c1=O | -2% | -2% | -2%
CCN(C(=O)c1cc2c(=O)[nH]c3ccc(C)cc3c2s1)c1ccccc1C | 2.9µM* | 2.6µM* | 21%
Cc1cccc(NC(=O)COC(=O)c2cc3ccccc3oc2=O)c1 | 17% | 0% | -3%
CN(C(=O)c1ccccc1C(=O)c1ccccc1)C1CCS(=O)(=O)C1 (centres undefined) | 2% | 0% | -5%
CN1CC(=O)N/C1=N\C(=O)Nc1ccc2c(c1)N(C)C(=O)CS2 | 6% | 9% | -1%
Cc1ccc(C(C)C)cc1S(=O)(=O)NCc1ccccn1 | u | -2% | 4%
COc1cccc(C(=O)N(Cc2ccc(C)o2)C2CCS(=O)(=O)C2)c1 (centres undefined) | -22% | -27% | 0%
N#Cc1ccsc1NC(=O)C1CCCN1S(=O)(=O)c1cccs1 (centres undefined) | -15% | -5% | 2%
CSc1nc(=S)cc(C)[nH]1 | u | 18µM* | u
O=C(NCc1cccnc1)/C(=C/c1ccc([N+](=O)[O-])cc1)NC(=O)c1ccccc1 | -8% | -14% | -11%

(cont.)
| molecule | DT40 TDP1 no CPT | DT40 TDP1 CPT | GCN5L2 inh |
| --- | --- | --- | --- |
| O=C(COC(=O)c1cc(Br)ccc1O)NCC1CCCO1 (centres undefined) | -9% | 35%[activator] | -4% |
| Cc1cccc2c1NC(=O)C21N2CCCC2C(C(=O)c2ccc3ccccc3c2)C12C(=O)Nc1ccccc12 (centres undefined) | 26µM* | u | u |
| COc1ccc(CNC(=O)NS(=O)(=O)c2ccc(C)cc2)cc1 | 4% | 1% | x |
| COC(=O)c1cc(NC2c3ccccc3C(=O)N2c2ccc(Cl)cn2)cc(C(=O)OC)c1 (centres undefined) | u | u | -4% |
| C=CCn1c(C)c(C(C)=O)c(N2CCCC2)nc1=S | -19% | u | -5% |
| Cc1ccc(NC(=O)CN2C(=O)NC(C)(c3ccccc3)C2=O)c(C)c1 (centres undefined) | -29% | -5% | -2% |
| Cc1ccc(C(=O)NCCN(C)C)c(C)c1 | -14% | -1% | -8% |
| COC(=O)c1[nH]c(C)c(/C(O)=C2\C(=O)C(=O)N(CCN(C)C)C2c2ccc(C)o2)c1C (centres undefined) | -21% | -9% | -6% |
| CC(=O)c1cccc(Nc2ccc(Br)cc2)c1 | u | u | x |
| Cc1ccccc1NC1C=CS(=O)(=O)C1 (centres undefined) | 3% | 27% | 3% |

(listing goes on)
| molecule | DT40 TDP1 no CPT | DT40 TDP1 CPT | GCN5L2 inh |
| --- | --- | --- | --- |
| CC(NC(=O)NCc1cccnc1)(C(F)(F)F)C(F)(F)F | -12% | 5% | -5% |
| COc1ccc(OC)c(/C=C/C(=O)Nc2cccc(S(=O)(=O)N3CCCC3)c2)c1 | 29µM* | 23µM* | -15% |
| CC(=O)NC12CC3CC(C1)CC(C(=O)N1CCN(S(=O)(=O)c4cccc(C(F)(F)F)c4)CC1)(C3)C2 | u | 7.3µM* | 0% |
| OCC1(Cc2cccc(Cl)c2)CCCN(Cc2cn[nH]c2C2CCCCC2)C1 (centres undefined) | u | u | -5% |
| O=C(NC1CCCC1)C1c2ccccc2OCC(=O)N1Cc1ccccn1 (centres undefined) | -11% | -5% | x |
| N/C(=N/S(=O)(=O)c1ccccc1)c1cccc([N+](=O)[O-])c1 | -30% | -1% | -6% |
| CCNc1nc(N)c(C(=O)C23CC4CC(CC(C4)C2)C3)s1 | u | u | -1% |
| Cc1ccc(S(=O)(=O)N2CCC(C(=O)N[C@H](C(=O)NCc3ccco3)C(C)C)CC2)cc1 | -3% | -3% | -7% |
| CC(C)Cn1nnc2c(=O)oc3ccccc3c21 | -24% | 2% | 3% |
| O=C(NCCCN1CCN(c2ccccc2F)CC1)C1COc2ccccc2C1 (centres undefined) | u | 26µM* | -1% |

Continued (7 carried over from the part before).
| molecule | DT40 TDP1 no CPT | DT40 TDP1 CPT | GCN5L2 inh |
| --- | --- | --- | --- |
| OCC1(Cc2cccc(Cl)c2)CCCN(Cc2cn[nH]c2C2CCCCC2)C1 (centres undefined) | u | u | -5% |
| O=C(NC1CCCC1)C1c2ccccc2OCC(=O)N1Cc1ccccn1 (centres undefined) | -11% | -5% | x |
| N/C(=N/S(=O)(=O)c1ccccc1)c1cccc([N+](=O)[O-])c1 | -30% | -1% | -6% |
| CCNc1nc(N)c(C(=O)C23CC4CC(CC(C4)C2)C3)s1 | u | u | -1% |
| Cc1ccc(S(=O)(=O)N2CCC(C(=O)N[C@H](C(=O)NCc3ccco3)C(C)C)CC2)cc1 | -3% | -3% | -7% |
| CC(C)Cn1nnc2c(=O)oc3ccccc3c21 | -24% | 2% | 3% |
| O=C(NCCCN1CCN(c2ccccc2F)CC1)C1COc2ccccc2C1 (centres undefined) | u | 26µM* | -1% |
| CCOC(=O)Cc1csc(NS(=O)(=O)c2ccc3ccccc3c2)n1 | 2% | u | -5% |
| CCNC(=O)C1(C)CCN(C(=O)c2cc(F)cc(F)c2)C1 (centres undefined) | 18% | -3% | x |
| CCc1cc(=O)oc2cc(OCC(=O)NCCCN3CCCC3=O)c(Cl)cc12 | 17% | 13% | -17% |
| COc1ccc(OC)c2c(C)ccnc12 | u | u | x |
| Cc1cc(C)cc(N(CCC#N)C(=O)COC(=O)c2ccc(OCc3c(C)noc3C)cc2)c1 | -20% | -26% | 0% |
| CC(C)c1ccc(OCC(=O)Nc2c(C(=O)c3ccc(F)cc3)oc3ccccc23)cc1 | -10% | -1% | -9% |
| COC(=O)c1ccc(NC(=O)CCN2C(=O)CSC2=O)cc1 | -2% | -2% | 2% |
| NC(=O)CCN1CCN(S(=O)(=O)/C=C/c2ccccc2)CC1 | -3% | -1% | -5% |
| COCCNC(=S)N/N=C(\C)CCc1ccc2c(c1)OCO2 | -26% | -30% | -17% |
